Bioassay records deposited in PubChem BioAssay by several laboratories.
Kir21 inh = Kir2.1 (mouse) channel inhibition | B-score at 10 µM | P35561 | 0.85% of 310,000 active | HEK293-Kir2.1, FluxOR thallium flux fluorescence; active compounds read low;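 active = fluorescence ratio B-score at or below minus 3 SD of library scores, with starting-brightness B-score within 2 SD, cut at about -4.2 in these data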;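 note: channel flux triggered by added potassium and thallium sulfate stimulus; B-score of peak minus minimum fluorescence over baseline after thallium stimulus; more negative B-score means stronger Kir2.1 block with less thallium influx; some compounds called inactive have numbers as strong as hits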
Target sequence (P35561 whole entry, looked up): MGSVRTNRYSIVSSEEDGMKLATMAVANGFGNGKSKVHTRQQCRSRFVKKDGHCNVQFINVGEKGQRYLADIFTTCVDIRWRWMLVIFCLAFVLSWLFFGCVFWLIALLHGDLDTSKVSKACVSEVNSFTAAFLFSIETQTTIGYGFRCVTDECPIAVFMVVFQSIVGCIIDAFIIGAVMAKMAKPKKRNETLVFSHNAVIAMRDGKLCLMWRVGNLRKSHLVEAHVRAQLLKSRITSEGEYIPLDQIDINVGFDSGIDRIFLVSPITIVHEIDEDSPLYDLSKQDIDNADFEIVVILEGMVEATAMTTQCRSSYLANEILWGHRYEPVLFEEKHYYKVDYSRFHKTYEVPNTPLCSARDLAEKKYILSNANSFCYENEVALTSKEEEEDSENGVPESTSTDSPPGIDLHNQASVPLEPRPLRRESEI
STK33 inh = blocks human STK33 kinase activity; purified STK33, MBP phosphorylation, ADP-Glo luminescence; AID 2661; inhibition, % at 10 µM; 0.073% of 320,000 active;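 active = inhibition at or above 25%, using the most active replicate where run in duplicate; inactive = inhibition below 25%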
Target sequence (Q9BYT3 whole entry, looked up): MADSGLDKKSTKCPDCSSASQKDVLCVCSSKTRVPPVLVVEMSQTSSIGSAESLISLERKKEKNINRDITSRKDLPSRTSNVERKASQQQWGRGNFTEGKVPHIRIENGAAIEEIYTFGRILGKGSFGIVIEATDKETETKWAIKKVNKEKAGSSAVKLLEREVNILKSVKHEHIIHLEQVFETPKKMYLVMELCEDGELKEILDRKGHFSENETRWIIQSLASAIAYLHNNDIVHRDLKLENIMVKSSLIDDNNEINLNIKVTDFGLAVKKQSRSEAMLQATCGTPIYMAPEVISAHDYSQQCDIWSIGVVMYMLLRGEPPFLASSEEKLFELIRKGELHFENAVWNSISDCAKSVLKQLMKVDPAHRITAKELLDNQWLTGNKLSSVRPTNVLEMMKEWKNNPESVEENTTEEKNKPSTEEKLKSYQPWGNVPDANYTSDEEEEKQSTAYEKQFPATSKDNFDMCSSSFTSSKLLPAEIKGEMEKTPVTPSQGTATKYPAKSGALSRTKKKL
The depositor's hits bear a star. Rows were taken by chance; any-hit rate near 0.84%.

What do the screens show for `CCCc1noc2c1C(c1cc(Br)ccc1F)C(C#N)=C(N)N2` (stereo not given)?
Kir21 inh: -1; STK33 inh: 5.5

Results for Cc1cccc(N2C(=O)C(CC(=O)Nc3cccc(F)c3)N(CCc3ccncc3)C2=O)c1 (stereo not given) ?
Kir21 inh: 0.31; STK33 inh: 0.1

Results for CCN(CC)Cc1c(C(=O)N/N=C/c2ccccn2)nnn1-c1nonc1N ?
Kir21 inh: -0.18; STK33 inh: 0.8

What do the screens show for `CCOC(=O)c1c(S(=O)(=O)N2CCCC(C(=O)Nc3ncccc3C)C2)c(C)n(C)c1C` (stereo not given)?
Kir21 inh: 0.53; STK33 inh: 0.1

Results for CCOC(=O)c1c(C)nc2sccn12 ?
Kir21 inh: 0.01; STK33 inh: 0.3

Results for O=C(COC(=O)c1cc(S(=O)(=O)N2CCc3ccccc3C2)ccc1Cl)NCc1ccco1 ?
Kir21 inh: -2.8; STK33 inh: 0.1

How did Cn1c(=O)c2c(nc(SCc3cccnc3)n2Cc2ccc(F)cc2)n(C)c1=O do in these assays?
Kir21 inh: 1.3; STK33 inh: -1.6

What do the screens show for `CN1CCN(NC(=O)C23CC4CC(CC(C4)C2)C3)CC1`?
Kir21 inh: -0.14; STK33 inh: 1.3

How did Cc1cc(C(F)(F)F)nn1CC(=O)NCC1CCCO1 (stereo not given) do in these assays?
Kir21 inh: -0.04; STK33 inh: -1.0

Results for COc1ccc(NC(=O)c2cccs2)cc1NC(=O)c1ccco1 ?
Kir21 inh: -0.57; STK33 inh: 0.8

How did CCN(CC(=O)Nc1ccc2c(c1)OCCO2)C(=O)CC1CCCC1 do in these assays?
Kir21 inh: -0.12; STK33 inh: -0.5

Results for Cn1c(NCc2c[nH]c3ccccc23)nc2ccccc21 ?
Kir21 inh: -2.5; STK33 inh: 0.1

How did CCN1C(=O)[C@H]2[C@@H](c3ccc(SC4CCCCC4)cc3)N3CCCC[C@@]3(C(=O)OC)[C@H]2C1=O do in these assays?
Kir21 inh: 2; STK33 inh: -0.4

Results for O=c1oc2ccccc2c(Nc2cccc3ccccc23)c1[N+](=O)[O-] ?
Kir21 inh: 1.2; STK33 inh: -0.6

How did Cc1cc(OC(C)C(=O)Nc2ccncc2)ccc1Cl (stereo not given) do in these assays?
Kir21 inh: 0.01; STK33 inh: -0.4

How did CC1CCCC(C)N1C(=O)CSc1nc2ccccc2s1 (stereo not given) do in these assays?
Kir21 inh: -0.02; STK33 inh: -0.2

How did Cc1ccnn1CC(=O)N/N=C/c1ccc([N+](=O)[O-])s1 do in these assays?
Kir21 inh: 0.31; STK33 inh: -1.8

What do the screens show for `CC(=O)NCc1ccc(-c2csc(-c3cccs3)n2)cc1`?
Kir21 inh: 0.21; STK33 inh: 0.3

How did Cc1ccc(NC(=O)c2cccs2)cc1[N+](=O)[O-] do in these assays?
Kir21 inh: -0.96; STK33 inh: -0.6

How did Cc1cccc([N+](=O)[O-])c1NC(=O)COC(=O)C1CC2CCCC(C1)C2=O (stereo not given) do in these assays?
Kir21 inh: -1.1; STK33 inh: -1.2

How did CSCCC(NC(=O)c1ccccc1Cl)C(=O)N1CCN(C(C)=O)CC1 (stereo not given) do in these assays?
STK33 inh: -0.2

How did O=C(C1CCN(S(=O)(=O)c2cccc([N+](=O)[O-])c2)CC1)N1CCOCC1 do in these assays?
Kir21 inh: 0.82; STK33 inh: -1.6

What do the screens show for `O=C(C(Cc1ccccc1)N1C(=O)c2ccccc2C1=O)N1c2ccccc2CCc2ccccc21` (stereo not given)?
Kir21 inh: -0.63; STK33 inh: 1.2

Results for O=C(CCC(=O)OCC(=O)c1cccc([N+](=O)[O-])c1)Nc1ccccc1Cl ?
Kir21 inh: 0.57; STK33 inh: -1.0

What do the screens show for `S=C(Nc1cccc(Cl)c1)Nc1ccc2c(c1)OCCO2`?
Kir21 inh: 0.04; STK33 inh: 2.1

Results for O=C(O)c1ccc(N2C(=O)c3cccc4c(C(=O)O)ccc(c34)C2=O)cc1 ?
Kir21 inh: -0.17; STK33 inh: -0.8

How did COc1ccc(N(CC(=O)NCc2ccc3c(c2)OCO3)S(C)(=O)=O)cc1OC do in these assays?
Kir21 inh: -0.46; STK33 inh: -0.5

Results for O=C(CC(=O)c1ccccc1[N+](=O)[O-])c1ccccc1 ?
Kir21 inh: -0.55; STK33 inh: -1.3

Results for O=C(CN1CCOCC1)N/N=C/c1ccc(-c2ccc(Br)cc2)o1 ?
Kir21 inh: 1.3; STK33 inh: 0.2

How did CCCSc1nnc(N)s1 do in these assays?
Kir21 inh: 1.1; STK33 inh: -1.3

Results for COc1ccc(C(=O)c2sc3nc(C)cc(-c4cccs4)c3c2N)cc1 ?
Kir21 inh: 0.77

What do the screens show for `Cc1cc(C(=O)CSc2nc3ccccc3c(=O)[nH]2)c(C)n1C`?
Kir21 inh: 2; STK33 inh: -1.0

Results for Cc1cccc(C)c1NC(=O)COC(=O)c1cccnc1 ?
Kir21 inh: 0.07; STK33 inh: 0.0

What do the screens show for `COc1ccc(CCc2nnc(CCC(=O)NCc3cnc4ccccn34)o2)cc1`?
Kir21 inh: -0.07; STK33 inh: -0.1

Results for Cc1cccc(CS(=O)(=O)c2ncc(CO)n2C)c1 ?
Kir21 inh: -0.8; STK33 inh: -0.6

What do the screens show for `C[C@@H]1CC[C@]2(C(=O)O)CC[C@]3(C)C(=CCC4[C@@]5(C)CC[C@H](O)[C@@](C)(C(=O)O)C5CC[C@]43C)C2[C@]1(C)O` (stereo not given in full)?
STK33 inh: 0.6

How did Cc1cc2oc(C(=O)N3CCN(Cc4ccccc4)CC3)c(C)c2cc1C do in these assays?
Kir21 inh: -0.59; STK33 inh: -0.2

How did CC1CCN(c2ccc([N+](=O)[O-])cc2C(=O)N2CCOCC2)CC1 do in these assays?
Kir21 inh: -0.49; STK33 inh: 1.5

Results for CCC(C(=O)O)N1C(=O)c2ccccc2C1=O (stereo not given) ?
Kir21 inh: 0.24; STK33 inh: -1.4

What do the screens show for `CCOC(=O)c1c(/N=C/c2cc(C)ccc2O)sc2c1CCC2`?
Kir21 inh: 1.1; STK33 inh: 2.2

What do the screens show for `Cc1cc(C)n(C(=O)c2ccc(S(=O)(=O)NCC3CCCO3)cc2)n1` (stereo not given)?
Kir21 inh: 0.98; STK33 inh: -1.7

Results for CCNc1nc(NCC)nc(N(C#N)CCOc2ccccc2)n1 ?
Kir21 inh: -0.12; STK33 inh: 0.8

What do the screens show for `Cc1ccc(S(=O)(=O)N2CCN(C(=O)Cc3ccsc3)CC2)c(C)c1`?
Kir21 inh: -2.2; STK33 inh: -0.2

How did Cc1cc(NC(=O)C(=O)NCCN2CCN(S(C)(=O)=O)CC2)ccc1Br do in these assays?
Kir21 inh: 1.1; STK33 inh: -1.0

How did CNC(C)C#Cc1ccc2sc3cccc(OC)c3c(=O)c2c1 (stereo not given) do in these assays?
Kir21 inh: -0.46; STK33 inh: -1.3

What do the screens show for `COc1ccc(N2C(=O)CC(NNC(=O)c3ccco3)C2=O)cc1` (stereo not given)?
Kir21 inh: -0.21; STK33 inh: 0.0

How did O=C(CCN1CCN(c2ccccc2)CC1)Nc1nccs1 do in these assays?
Kir21 inh: 0.82; STK33 inh: -0.5

How did N#CCOc1nc(N2CCCCC2)nc(N2CCCCC2)n1 do in these assays?
Kir21 inh: 0.46; STK33 inh: -0.8

Results for O=C(NN1CCOCC1)c1ccc(Cl)cc1[N+](=O)[O-] ?
Kir21 inh: 0.96; STK33 inh: -0.2

How did Cc1oc(CC(C)C)cc1C(=O)NCCCC(=O)O do in these assays?
Kir21 inh: -1.8; STK33 inh: -0.4

What do the screens show for `O=C(NC(=S)N1CCN(c2ccc(O)cc2)CC1)c1cccs1`?
Kir21 inh: -1.2; STK33 inh: -0.2

How did CC(OC(=O)Cc1c[nH]c2ccccc12)C(=O)NC1CCCCC1C (stereo not given) do in these assays?
STK33 inh: -0.5

How did COc1ccc(-c2nnc(SCC(=O)NC3CCCc4ccccc43)n2N)cc1 (stereo not given) do in these assays?
Kir21 inh: -0.76; STK33 inh: 0.4

What do the screens show for `COc1ccc(/C=N/NC(=O)c2ccc(Br)cc2)c(OC)c1`?
Kir21 inh: 1.5; STK33 inh: -0.7

What do the screens show for `CCN(CC)S(=O)(=O)c1ccc2[nH]cc(C(=O)NCCN3CCCCC3C)c(=O)c2c1` (stereo not given)?
STK33 inh: -2.0

How did CN(C)Cc1cc(CCNC(=O)c2ccc(Cl)cc2)ccc1O do in these assays?
Kir21 inh: 0.56; STK33 inh: -2.9

How did CCCSc1nc2cc(OC)c(OC)cc2c(=N)n1CCCN1CCOCC1 do in these assays?
Kir21 inh: 0.33; STK33 inh: 0.2

Results for Cc1ccsc1C1C(C#N)=C(N)N(N(C)C)C2=C1C(=O)CC(C)(C)C2 (stereo not given) ?
Kir21 inh: -0.43; STK33 inh: -0.9

What do the screens show for `S=C1NCN(CCc2ccccc2)CN1Cc1ccccc1`?
Kir21 inh: 0.38; STK33 inh: 2.2

How did O=C(NC(=S)NCCSc1ccccc1)c1cccnc1 do in these assays?
Kir21 inh: 0; STK33 inh: -3.5

How did CNC(=O)c1c(NC(=O)c2cccc(C)c2)sc2c1CCC2 do in these assays?
Kir21 inh: -0.6; STK33 inh: -0.7

How did O=C(CCNS(=O)(=O)c1ccc(Br)cc1)NC1CCCCC1 do in these assays?
Kir21 inh: -0.48; STK33 inh: -0.7

What do the screens show for `CCCCNC(=S)Nc1ccc(Cl)cc1`?
Kir21 inh: 1.3; STK33 inh: -2.2

How did CCN1C(=O)c2ccccc2Sc2ccc(C(=O)NC(C)C)cc21 do in these assays?
Kir21 inh: 0.67; STK33 inh: -1.9

How did O=C(O)c1ccc(-n2c(-c3ccc(Br)cc3)n[nH]c2=S)cc1 do in these assays?
Kir21 inh: -1.8; STK33 inh: -0.9

How did CCN(CC(=O)Nc1cc(Cl)cc(Cl)c1)CC(=O)NC1CCS(=O)(=O)C1 (stereo not given) do in these assays?
STK33 inh: -1.4

What do the screens show for `O=C(Cn1cnc([N+](=O)[O-])c1)c1ccc(F)cc1`?
Kir21 inh: -0.71; STK33 inh: -3.3

How did COc1ccccc1NC(=O)C12CC3CC(C1)CC(c1ccc(C)cc1)(C3)C2 do in these assays?
Kir21 inh: -0.64; STK33 inh: -0.8

Results for O=C(Nc1cc(Cl)ccc1N1CCOCC1)c1ccc(=O)[nH]c1 ?
STK33 inh: 0.7

Results for Cc1ccc(S(=O)(=O)NC(CC(C)C)C(=O)N2CCN(C/C=C/c3ccccc3)CC2)cc1 (stereo not given) ?
STK33 inh: -0.2

Results for CC(Oc1ccc(F)cc1)C(=O)Nc1sc2c(c1C(=O)NCc1cccnc1)CCCC2 (stereo not given) ?
Kir21 inh: -0.1; STK33 inh: -0.4

What do the screens show for `CCN1CCN(C(=O)c2[nH]c3ccc(OC)cc3c2C)CC1`?
Kir21 inh: -0.96; STK33 inh: 1.6

How did N#Cc1ccsc1NC(=O)CN(Cc1ccccc1)Cc1ccccc1 do in these assays?
Kir21 inh: -4.8*; STK33 inh: -0.7

How did O=C(Cn1nnc(-c2ccccc2)n1)NNC(=O)c1ccc(Br)cc1 do in these assays?
Kir21 inh: 2; STK33 inh: 0.5

What do the screens show for `Cc1nc2c(Br)c(C)nn2c2c1CCC2`?
Kir21 inh: 2; STK33 inh: -0.2

Results for O=C(NCC(=O)N1CCCCCC1)c1ccc(OC(F)F)cc1 ?
Kir21 inh: -1.6; STK33 inh: 0.3

How did CCC(C)(C)NC(=O)C(c1ccc(OC)cc1)N(C(=O)CCC(=O)Nc1cc(C)on1)c1cc(OC)ccc1OC (stereo not given) do in these assays?
Kir21 inh: 0; STK33 inh: -0.2

Results for COC(=O)CSc1nnc2n(C3CCCCC3)c(=O)c3c4c(sc3n12)CCCC4 ?
Kir21 inh: -0.51; STK33 inh: 0.7

Results for O=C(CCCN1C(=O)S/C(=C\C=C\c2ccccc2)C1=O)Nc1ccc(C(=O)O)cc1 ?
Kir21 inh: 1; STK33 inh: -2.1

How did O=C(NCCS(=O)(=O)NCc1ccccc1Cl)c1ccc2c(c1)OCO2 do in these assays?
Kir21 inh: -0.02; STK33 inh: 0.2

Results for O=C(COc1ccc(Cl)cc1)N(Cc1ccccc1)c1ccccn1 ?
Kir21 inh: -0.09; STK33 inh: -0.3

How did Cc1cc(F)ccc1NCC(=O)Nc1ccccc1Br do in these assays?
Kir21 inh: 0.07; STK33 inh: -1.5

A draw from above in order of SMILES length, low to high:
How did O=C(NC(=S)NCCSc1ccccc1)c1cccnc1 do in these assays?
Kir21 inh: 0; STK33 inh: -3.5

How did CC1CCCC(C)N1C(=O)CSc1nc2ccccc2s1 (stereo not given) do in these assays?
Kir21 inh: -0.02; STK33 inh: -0.2

Results for COc1ccc(NC(=O)c2cccs2)cc1NC(=O)c1ccco1 ?
Kir21 inh: -0.57; STK33 inh: 0.8

What do the screens show for `CCOC(=O)c1c(/N=C/c2cc(C)ccc2O)sc2c1CCC2`?
Kir21 inh: 1.1; STK33 inh: 2.2

What do the screens show for `CCCc1noc2c1C(c1cc(Br)ccc1F)C(C#N)=C(N)N2` (stereo not given)?
Kir21 inh: -1; STK33 inh: 5.5

Results for O=C(CN1CCOCC1)N/N=C/c1ccc(-c2ccc(Br)cc2)o1 ?
Kir21 inh: 1.3; STK33 inh: 0.2

How did O=C(NCCS(=O)(=O)NCc1ccccc1Cl)c1ccc2c(c1)OCO2 do in these assays?
Kir21 inh: -0.02; STK33 inh: 0.2

How did CC1CCN(c2ccc([N+](=O)[O-])cc2C(=O)N2CCOCC2)CC1 do in these assays?
Kir21 inh: -0.49; STK33 inh: 1.5

Results for Cc1cccc(N2C(=O)C(CC(=O)Nc3cccc(F)c3)N(CCc3ccncc3)C2=O)c1 (stereo not given) ?
Kir21 inh: 0.31; STK33 inh: 0.1

Results for Cc1ccc(S(=O)(=O)NC(CC(C)C)C(=O)N2CCN(C/C=C/c3ccccc3)CC2)cc1 (stereo not given) ?
STK33 inh: -0.2
